Assay outcomes (PubChem)
dFosB activator – activators of delta FosB homodimer, primary screen, biochemical, fluorescence polarization, TAMRA-CDK5 oligo, single point; purified delta FosB; percent of positive-control signal above neutral wells; Protein FosB (Mus musculus), P13346; AID 493131, 2011; 0.99% of 340,000 active; activation, % at 25 µM;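 active = mean activation above about 17%, with every replicate also reaching it, limit read from the data, passing the limit was not always enough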;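 also: fluorescence polarization rise as delta FosB binds a TAMRA Cdk5 AP-1 oligo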
Target sequence (P13346 whole entry, looked up): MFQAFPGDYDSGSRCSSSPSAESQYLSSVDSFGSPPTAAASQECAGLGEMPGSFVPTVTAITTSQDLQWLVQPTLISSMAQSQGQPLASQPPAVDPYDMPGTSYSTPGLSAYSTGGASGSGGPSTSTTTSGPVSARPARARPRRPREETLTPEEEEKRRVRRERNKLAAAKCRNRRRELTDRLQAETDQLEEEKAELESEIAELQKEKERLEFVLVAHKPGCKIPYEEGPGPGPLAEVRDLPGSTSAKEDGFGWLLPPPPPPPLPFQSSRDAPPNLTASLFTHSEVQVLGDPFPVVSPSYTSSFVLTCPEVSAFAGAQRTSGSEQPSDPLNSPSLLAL
Cardiac RTF inh – cardiac RTF calcium sensitivity inhibitors, primary screen, biochemical, IANBD-TnC fluorescence, EC70 calcium; Troponin I, cardiac muscle (Homo sapiens) + Troponin T, cardiac muscle (Homo sapiens) + …; IANBD-labeled cardiac RTF, Ca2+ fluorescence; inhibition, % at 7.15 µM; 0.12% of 340,000 active;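 active = inhibition above the mean inhibition of all tested compounds plus 3 SD, cut at about 17% in these data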;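 also: assay run at fixed EC70 calcium of 1.6 mM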
NSD2 HMT inh – NSD2 histone methyltransferase inhibitors, primary screen, biochemical, AlphaScreen, single concentration, set 2. Histone-lysine N-methyltransferase NSD2 (Homo sapiens), O96028. NSD2 peptide methylation, 120 min. inhibition, % at 12.5 µM. 0.54% of 310,000 active. AID 743445, 2014; in the data active = inhibition above about 50%
Keap1 Nrf2 FP – Keap1-Nrf2 protein-protein interaction inhibitors, primary screen, biochemical, fluorescence polarization, single point; Kelch-like ECH-associated protein 1 (Homo sapiens), Q14145; Keap1 Kelch-Nrf2 peptide fluorescence polarization, 1536-well; inhibition, % at 9.4 µM; 0.15% of 340,000 active; in the data active = inhibition above about 12%;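 also: human Keap1 Kelch domain with fluorescein labeled Nrf2 9mer peptide probe; 0% = neutral control wells and 100% = peptide positive control; higher means more block of Keap1 binding to Nrf2 peptide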
PfHsp90 set2 – growth inhibition of PfHsp90-expressing yeast, primary screen, antimalarial PfHsp90 inhibitor project, S. cerevisiae, BacTiter-Glo luminescence, single point, set 2; BacTiter-Glo ATP, 48 h; yeast lacking PDR1 and PDR3 efflux regulators; inhibition, % at 9.4 µM; 0.32% of 310,000 active; AID 504621, 2011;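 active = every replicate shows inhibition above about 80%, whatever the replicate mean, limit read from the data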;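 also: 0% = DMSO neutral controls and 100% = 20 µM radicicol positive controls; yeast relying on Plasmodium falciparum Hsp90 in place of its own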
Rtt109 HAT inh – inhibitors of C. albicans Rtt109/Vps75 HAT, primary screen, biochemical, ThioGlo CoA-SH fluorescence, plate reader; 0.16% of 330,000 active; purified Rtt109/Vps75, 4 h; Histone acetyltransferase RTT109 (Candida albicans (strain SC5314 / ATCC MYA-2876)), …; inhibition, % at 34.9 µM;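 active = inhibition of at least 50% in every replicate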
PvdQ acylase – P. aeruginosa PvdQ acylase inhibitors, primary screen, biochemical, fluorescence, plate reader and imaging, single point. PvdQ acylase [Pseudomonas aeruginosa LESB58]. purified PvdQ acylase. inhibition, % at 10 µM. 0.063% of 340,000 active. AID 488965, 2010; in the data active = inhibition above about 30%, passing the limit was not always enough;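 also: 0% = vehicle neutral wells and 100% = reference inhibitor wells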
CDK5 inh – inhibitors of human CDK5/p35 kinase, primary screen, biochemical, single concentration; Cyclin-dependent kinase 5 (Homo sapiens) + Cyclin-dependent kinase 5 activator 1 (Homo …; Recombinant CDK5/p35, ADP-Glo luminescence, 60 min; inhibition, % at 10 µM; 0.01% of 330,000 active;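 active = highest replicate inhibition of at least 50% and at least 75% of replicates reaching 50%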;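 also: plate controls were DMSO neutral control for no effect and GW8510 at 10 µM for full effect; many of its hits are not listed in these tables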
Target sequence (Q00535 whole entry, looked up): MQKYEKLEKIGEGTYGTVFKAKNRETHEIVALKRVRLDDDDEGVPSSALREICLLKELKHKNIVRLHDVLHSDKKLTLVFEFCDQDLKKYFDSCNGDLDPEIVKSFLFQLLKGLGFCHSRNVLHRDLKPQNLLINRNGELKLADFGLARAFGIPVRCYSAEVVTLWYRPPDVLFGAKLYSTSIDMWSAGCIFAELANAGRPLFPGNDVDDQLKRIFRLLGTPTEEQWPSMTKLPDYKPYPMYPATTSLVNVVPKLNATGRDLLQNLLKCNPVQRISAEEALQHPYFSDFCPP
Target sequence (Q15078 whole entry, looked up): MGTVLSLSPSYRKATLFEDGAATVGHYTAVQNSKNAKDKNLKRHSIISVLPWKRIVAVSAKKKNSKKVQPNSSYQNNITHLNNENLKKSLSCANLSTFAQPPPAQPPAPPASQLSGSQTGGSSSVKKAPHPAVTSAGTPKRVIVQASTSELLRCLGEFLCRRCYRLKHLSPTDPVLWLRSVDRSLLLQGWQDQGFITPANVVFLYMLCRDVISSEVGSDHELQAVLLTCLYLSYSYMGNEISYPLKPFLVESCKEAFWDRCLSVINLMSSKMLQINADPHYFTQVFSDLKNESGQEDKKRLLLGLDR
cardiac RTF act – cardiac RTF calcium sensitivity activators, primary screen, biochemical, IANBD-TnC fluorescence, EC20 calcium | AID 493008, 2010 | 0.24% of 340,000 active | Troponin I, cardiac muscle (Homo sapiens) + Troponin T, cardiac muscle (Homo sapiens) + … | activation, % at 7.2 µM | IANBD-labeled TnC RTF fluorescence at EC20 calcium; 0% EC20 calcium, 100% full calcium;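 active = activation above the mean over all tested compounds plus 3 SD, cut at about 30% in these data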;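 also: rise in fluorescence read as greater calcium sensitivity of cardiac thin filaments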
SUMO Mot1 rescue – yeast Mot1-301 growth rescue at high temperature, primary screen, SUMOylation pathway inhibitor project, S. cerevisiae, ATP luminescence, 38.5C. S. cerevisiae Mot1-301 growth rescue; percent above DMSO median, 100 means doubled. growth rescue, % at 18.8 µM. 1% of 320,000 active. AID 2716, 2010;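 active = every valid replicate shows activation above 250% relative to neutral control wells; inactive = the rest, any valid replicate at or below 250%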;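 also: OY570 slx delta 5 strain wells were the positive control but not used for scaling; some compounds called inactive have numbers as strong as hits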
C-LANA FP – inhibitors of KSHV C-LANA binding to DNA, primary screen, biochemical, fluorescence polarization, FAM-LBS DNA, MBP-C-LANA, single point | Kaposi's sarcoma herpesvirus LANA C-terminal domain (residues 932-1162) DNA binding | inhibition, % at 9 µM | 0.078% of 340,000 active | AID 504423, 2011;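 active = highest replicate inhibition at or above 60% at 9 µM, even if other replicates fall short; inactive = all replicates below 60% inhibition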;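 also: 0% = neutral control wells and 100% = 4 µM acridine orange control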
* = called active by the depositor; nt = no result given. Compounds as they come (roughly 3.2% active in at least one column).

SMILES	dFosB activator	Cardiac RTF inh	NSD2 HMT inh	Keap1 Nrf2 FP	PfHsp90 set2	Rtt109 HAT inh	PvdQ acylase	CDK5 inh	cardiac RTF act	SUMO Mot1 rescue	C-LANA FP
CCOC(=O)COc1cc(OCC(=O)OCC)c2c3c(c(=O)oc2c1)CCCC3	-25	-9	-1	-1	-4	2	-20	0.4	-4	-7	-2.6
CC1CS(=O)(=O)CCN1N=Cc1ccc([N+](=O)[O-])o1 (centres undefined)	-2	9	nt	-4	5	20	-8	0.1	6	250	1.2
CCn1c(=N)n(CC(=O)c2ccc(Cl)c(Cl)c2)c2ccccc21	6	5	-1	1	-19	-2	-7	1.7	6	-11	-0.6
Cc1occc(=O)c1OCc1c(F)cccc1Cl	-2	-5	3	-2	11	2	-15	0.2	1	5	0.9
CC1=C(C)C(c2ccccc2)NC(=S)N1 (centres undefined)	-5	-5	-2	-2	12	-8	-15	-2.9	2	-10	-1.1
Cc1cc(C)n2nc(SCCOc3ccc(F)cc3)nc2n1	-4	-3	-3	-1	-32	-12	-1	0.1	0	1	-3.3
CN(C)/C=C/C(=O)C(F)(F)F	-6	4	-1	-1	-12	-2	-1	-0.1	0	-2	1.4
O=C(O)c1cccc(S(=O)(=O)N2CCN(c3ccccn3)CC2)c1	-3	-2	-1	3	-4	-3	12	1.1	-8	-8	-0.7
CC(=O)Nc1cccc(N2C(=O)CC(N3CCC(C(=O)N4CCCCC4)CC3)C2=O)c1 (centres undefined)	-4	-1	2	-1	-15	-4	1	-0.3	1	11	-0.7
COCCCNC(=O)Cn1cc2c(n1)CCC(C)C2 (centres undefined)	2	-6	nt	1	5	0	-8	-0.6	0	-15	1.8
CCOc1ccc(S(=O)(=O)N2CCCC(C(=O)N3CCOCC3)C2)cc1C (centres undefined)	0	8	0	0	26	-4	-6	0.2	-8	1	0.2
COC(=O)c1cc2c(ccn2-c2ccc(F)cc2)n1CC(C)C	-3	10	0	0	nt	2	-4	-0.2	-3	5	1.7
CCOc1ccc2[nH]c(=O)c(C(c3nnnn3C3CCCCC3)N3CCN(CC)CC3)cc2c1 (centres undefined)	-1	-4	4	2	nt	-7	-15	-0.6	6	-5	0.9
O=C(Nc1nc2c(s1)CCCC2)c1cccc(S(=O)(=O)N2CCCc3ccccc32)c1	-1	-1	0	-3	4	-8	2	-0.8	4	10	1.4
Cc1cc2ncc(-c3cccc(Cl)c3)cn2n1	-11	-17	12	-3	10	-14	7	-2.0	4	-6	-0.5
NCCCCCc1nnc(SCc2ccc(Cl)c(Cl)c2)o1	-6	0	1	3	30	25	9	-0.4	-2	297	3.5
COc1cc(/C=C/C(=O)OCC(=O)NC2CC2)cc(OC)c1OC	-5	4	0	-4	7	11	7	0.9	-2	-5	-1.4
COc1ccc(-c2sc3cc4c(cc3c2C#CC2(N)CCCCC2)OCO4)cc1	67*	5	nt	-1	-7	-15	-9	1.1	0	33	2.8
COc1ccc(C2Nc3ccccc3C(=O)N2NS(C)(=O)=O)cc1 (centres undefined)	-7	-2	-2	-4	3	5	-17	-4.3	7	255	0.3
C=CCNc1nc(N2CCCCC2)c(C#N)c2c1CN(Cc1ccccc1)CC2	-6	-5	22	-5	-4	-1	-10	0.3	-1	12	-1.1

An excerpt from above in order of molar mass, high to low.
SMILES	dFosB activator	Cardiac RTF inh	NSD2 HMT inh	Keap1 Nrf2 FP	PfHsp90 set2	Rtt109 HAT inh	PvdQ acylase	CDK5 inh	cardiac RTF act	SUMO Mot1 rescue	C-LANA FP
CC(=O)Nc1cccc(N2C(=O)CC(N3CCC(C(=O)N4CCCCC4)CC3)C2=O)c1 (centres undefined)	-4	-1	2	-1	-15	-4	1	-0.3	1	11	-0.7
C=CCNc1nc(N2CCCCC2)c(C#N)c2c1CN(Cc1ccccc1)CC2	-6	-5	22	-5	-4	-1	-10	0.3	-1	12	-1.1
COCCCNC(=O)Cn1cc2c(n1)CCC(C)C2 (centres undefined)	2	-6	nt	1	5	0	-8	-0.6	0	-15	1.8

New compounds follow.
SMILES	dFosB activator	Cardiac RTF inh	NSD2 HMT inh	Keap1 Nrf2 FP	PfHsp90 set2	Rtt109 HAT inh	PvdQ acylase	CDK5 inh	cardiac RTF act	SUMO Mot1 rescue	C-LANA FP
COc1ccc(CCCC(=O)NC2CCCCC2C)c(C)c1 (centres undefined)	-1	-3	0	-5	3	-6	-14	0.0	6	11	0.1
CC(C)=NN/C(N)=N/C(=S)Nc1ccc(C)cc1	3	-10	0	-5	5	-3	-5	2.0	-4	-13	1.1
O=S(=O)(c1ccc(Br)cc1F)N1CCC(O)CC1	-9	-3	nt	-6	2	2	-11	1.4	1	nt	-1.5
CCCCn1c(N)c(N(CC)C(=O)CCNC(=O)c2ccc(Cl)cc2)c(=O)[nH]c1=O	5	2	0	2	nt	1	-4	-1.6	-6	0	0.7
COc1ccc(NC(=O)Nc2ccc3c(c2)C(=O)N([C@H](C)CO)C[C@H](C)[C@@H](CN(C)C(=O)Nc2ccccc2)O3)cc1	6	-2	nt	0	-8	1	12	1.0	2	7	0.3
CCCOC(=O)CSC1=C(C#N)C(c2ccccc2OC)C(C#N)C(=O)N1 (centres undefined)	-8	-9	-1	-8	-5	2	-18	-0.7	13	9	-1.6
C=CCNC(=S)N/N=C(\C)c1ccc(OC)cc1	-5	-6	-1	-8	-7	nt	-13	1.1	-1	-16	-0.1
O=C(c1ccccc1)N1CCN(c2ncnc3c2cnn3-c2ccccc2)CC1	-9	2	-3	-5	-4	14	-4	1.4	12	17	-1.9
CCOc1ccc(NC(=O)CC2CC(C)(C)OC2=O)cc1 (centres undefined)	-9	-14	0	3	2	-1	-6	-0.9	-3	-16	-1.3
CC(NC(=O)Nn1cnnc1)(C(F)(F)F)C(F)(F)F	2	-3	-9	2	nt	6	-4	0.1	-4	3	-0.9
COc1ccc2ccccc2c1/C=N/Nc1cccc(C(=O)O)c1	-6	4	7	-3	15	-4	3	-1.0	-2	1	2.4
N#CC(c1ccccc1)N(CCCCl)C(=O)c1ccccc1 (centres undefined)	5	2	-4	-5	-15	nt	10	-0.7	-5	-5	-1.2
O=c1nc2s/c(=C\c3ccc(-c4ccccc4[N+](=O)[O-])o3)c(=O)n2nc1-c1ccccc1	-11	-3	6	-2	6	19	-14	-1.3	0	nt	4.6
CC1CCCCN1S(=O)(=O)c1cnc(Cl)c(Br)c1 (centres undefined)	-2	-7	0	0	9	2	-1	nt	0	8	0.8
CCOC(=O)CCC(=O)N1CCOCCOCCN(C(=O)CCC(=O)OCC)CCOCCOCC1	-2	12	6	-7	nt	-7	-7	-1.7	14	68	0.1
O=c1c(Br)c(NCc2ccccc2)cnn1-c1ccc(F)cc1	-6	-13	4	2	4	-2	-2	0.8	-2	22	0.3
CCOC(=O)/C=C1\CN(CCC(C)C)S(=O)(=O)c2ccccc21	0	-4	nt	2	5	-4	-6	-0.1	-3	-15	-3.2
CC(NC(=O)c1ccc([N+](=O)[O-])o1)C1CC2CCC1C2 (centres undefined)	-4	-7	11	-10	-5	-3	-3	-1.4	0	-1	-0.2
Cc1ccc(SCCNC(=O)c2ccccc2C)cc1	-7	-1	-3	-2	12	2	4	-0.8	6	7	8.5
C=CCn1cnc2c(nnn2-c2ccc(C)c(C)c2)c1=O	-4	0	1	2	-6	-5	-8	0.1	-2	-2	-0.7
Cc1noc(C)c1S(=O)(=O)Nc1ccccc1Cl	0	-1	20	-3	20	-6	3	0.8	-5	-13	-0.9
NC(=O)C1=C[C@H](c2ccc3c(c2)OCO3)C[C@H](OCc2ccc(CO)cc2)O1	0	-12	nt	-5	1	1	-8	0.0	-7	2	0.5
Cc1cc(C)c2c(c1)/C(=N/Nc1ccc(S(N)(=O)=O)cc1[N+](=O)[O-])CCC2	-13	-5	0	0	4	-10	4	0.4	1	-7	0.1
O=C(Nc1ccc(Cl)cc1)OCc1cncs1	-3	-4	-2	-1	nt	11	-12	0.5	1	-2	1.0
COc1ccc(CCN(Cc2cccs2)S(=O)(=O)c2ccc(S(=O)(=O)N(C)C3CCCCC3)cc2)cc1OC	-4	2	0	-4	-4	-9	-20	-1.9	1	226	0.3
CC(=O)Nc1ccc(NC(=O)c2cc(=O)c3ccc(C)cc3o2)cc1	-2	-7	0	-1	-77	1	-18	2.3	4	-10	-0.1
O=C(NCCCc1ccccc1)c1ccc(CS(=O)Cc2ccccc2Cl)o1 (centres undefined)	-9	-5	1	-1	-17	3	5	-0.3	-2	23	0.7
CCOC(=O)c1cc(=O)c2c([N+](=O)[O-])ccc(OC)c2o1	-1	-4	-1	-4	4	-5	-13	0.2	4	-14	0.0
CCOC(=O)/C=C/[C@H]1CC2(CCO1)SCCCS2	2	2	nt	-3	11	-30	-1	2.4	8	12	-0.6
O=C(N/N=C/c1ccc(OC(F)F)cc1)C1=COCCO1	-6	0	0	-3	0	3	-5	-0.8	0	11	3.1
CCCc1cc(=O)[nH]c(SCC(=O)c2cc(C)n(CCOC)c2C)n1	-1	2	-2	5	nt	-2	5	0.1	6	329	-1.2
COc1cc(/C=C/c2noc(-c3ccccc3O)n2)cc(OC)c1OC	9	-7	-3	-3	-11	3	2	0.8	11	-16	-1.1
O=C(Cc1ccccc1)Nc1ccc(S(=O)(=O)N2CCOCC2)cc1	-10	-27	-6	-5	-16	6	-10	-1.3	3	-1	0.5
COc1ccc(CCC(N)=O)cc1OC	-5	4	2	-3	10	-2	7	-2.9	-4	-2	0.8
c1cc(-c2nn[nH]n2)ccc1CN1CCCCC1	6	-15	1	0	5	1	-10	-6.7	6	-8	0.7
Cc1cc(C(=O)CC#N)c(C)n1-c1c(C)n(C)n(-c2ccccc2)c1=O	-4	-2	-1	-2	15	-1	-7	-1.8	-6	-15	-1.1
COc1cc(COc2ccc3c(C)c(CCC(=O)O)c(=O)oc3c2)cc(OC)c1OC	-1	0	3	-4	-26	-6	-2	0.0	0	-40	-1.0
CCOC(=O)c1ccc(NC(=S)Nc2ccc3[nH]c(=O)[nH]c3c2)cc1	-4	4	8	4	21	4	1	0.7	-1	-9	-3.1
O=C1c2ccccc2C(Nc2cccnc2)N1Cc1ccccc1Cl (centres undefined)	-5	-6	nt	-9	3	-5	-28	-8.6	16	12	-0.2
